# Assay outcomes (PubChem)
# Pf growth 96h – P. falciparum growth inhibition at 96 hours; P. falciparum luciferase reporter growth, 96 h; Potency, µM (doses to about 28.7 µM), inactives show at the highest dose activity change, negative = inhibition, actives largely listed as inhibitors; actives 6.9% (n = 320,000); note: potency is the fitted concentration of half-maximal effect; % is set by controls: 0 for no effect and ±100 for the full control effect
#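 Readout is luminescence from an integrated firefly luciferase in P. falciparum. Red cells, 2% hematocrit and 0.05% parasitemia final, were cultured with compound through two parasite generations (96 hours) at 37 C, 5% CO2.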
# Shiga inhibitor – Shiga toxin inhibition; Vero cells, Shiga toxin protein synthesis inhibition reporter; inhibition, % at 38.7 µM; actives 9.2% (n = 290,000); AID 2315; in the data active = inhibition mostly above about 28%, no sharp cut-off; inactive = mostly below about 43%; note: 0% is about no effect
# Giardia FBPA inh – inhibitors of Giardia lamblia fructose-1,6-bisphosphate aldolase; A8B2U2; purified Giardia FBPA; Potency, µM (series often up to 59.6 µM), for inactives: at the highest dose activity, negative = inhibition, usual class: inhibitors; actives 0.71% (n = 290,000); AID 2451; note: potency is the fitted concentration of half-maximal effect; % is set by controls: 0 for no effect and ±100 for the full control effect; nearly all actives have a fitted effect of over 55% in size
# Target sequence (A8B2U2 whole entry, looked up): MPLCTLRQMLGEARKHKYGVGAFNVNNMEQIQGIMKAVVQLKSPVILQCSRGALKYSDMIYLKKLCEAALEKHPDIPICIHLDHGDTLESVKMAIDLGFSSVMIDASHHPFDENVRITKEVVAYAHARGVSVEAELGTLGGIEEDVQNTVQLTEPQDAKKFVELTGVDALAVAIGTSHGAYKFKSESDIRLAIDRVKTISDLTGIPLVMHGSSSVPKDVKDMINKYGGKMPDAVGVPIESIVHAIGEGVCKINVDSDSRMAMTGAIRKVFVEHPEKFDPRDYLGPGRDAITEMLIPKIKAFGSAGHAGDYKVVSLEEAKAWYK
#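 40 nM FBPA preincubated 10 min at RT with compound (up to 57.5 uM final), then substrate plus GAPDH/TPI/NAD/arsenate coupling and diaphorase/resazurin added. Fluorescence read after 20 min at RT, 525/598 nm.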
# CHX counter – counter-screen hit for Shiga toxin inhibitors, cycloheximide | max response, % | actives 12% (n = 300,000) | cell reporter, cycloheximide protein synthesis inhibition counterscreen; in the data active = max response mostly above about 13%, no sharp cut-off; inactive = mostly below about 14%; note: read at 38.3 µM for the half of the compounds with a filed dose; 0% is about no effect
# Pf growth 48h – P. falciparum growth inhibition at 48 hours (one generation). P. falciparum luciferase growth in erythrocytes, 48 h. Potency, µM (top dose mostly 28.7 µM), for inactives: at the highest dose activity change, negative = inhibition, usual class: inhibitors. actives 5.9% (n = 310,000); note: potency is the fitted concentration of half-maximal effect; % is set by controls: 0 for no effect and ±100 for the full control effect
#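 Firefly luciferase activity from engineered P. falciparum reports growth; inhibitors lower the luminescent signal. Cultures contained 2% hematocrit erythrocytes at 0.1% final parasitemia.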
# HCV inh – inhibitors of hepatitis C virus infection; AID 651820; Potency, µM (doses to about 41.8 µM), for inactives: top-dose activity change, negative = inhibition, hits mostly inhibitors; actives 3.4% (n = 340,000); Huh7.5.1 HCVcc-Cre infection, luciferase reporter, 44 h; note: potency is the fitted concentration of half-maximal effect; % is set by controls: 0 for no effect and ±100 for the full control effect
#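 Infectious HCVcc-Cre (~0.5 moi) was added to cells just after compound, with cells seeded 4 h earlier at 1,000 per well. Luciferase activity after 44 h culture reported infection; substrate was incubated 15 min at room temperature before reading.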
# * hit, by the source's call; i = inactive; ? = inconclusive; . = no result given; [ ] = dose if it differs, or a comment. Unless noted, calls come from the whole dose curve; as a rule, active = well fitted curve in the direction sought with a large enough effect; inconclusive = small, poorly fitted or top-dose-only effect, or another doubt; inactive = no such curve, though single readings can be large; an effect the other way counts as inactive or inconclusive.
SMILES,Pf growth 96h,Shiga inhibitor,Giardia FBPA inh,CHX counter,Pf growth 48h,HCV inh
O=C(Cn1c(=O)[nH]c2ccsc2c1=O)NC1CCCCCC1,?,6,4%,7,-15%,3%
O=C(Nc1cccc(NC(=O)c2ccco2)c1)c1ccc([N+](=O)[O-])cc1,?,-10,-2%,-5,-26%,-3%
CC(Cc1ccccc1)[n+]1cc(/N=C(\[O-])Nc2ccccc2)on1 (stereo unspecified),.,28,2%,17*,4%,-3%
CC(=O)N1CCOc2ccc(S(=O)(=O)N3CCC(C(=O)Nc4cc(C)cc(C)c4)CC3)cc21,?,6,.,-2,?,-4%
O=S(=O)(NCC(c1cccnc1)N1CCOCC1)c1cccs1 (stereo unspecified),?,-3,0%,-3,-2%,17%
Cc1nc(N2CCCCC2)nc(N2CCCCC2)c1C=O,?,-3,6%,-6,?,-16%
CCNC(=O)C(=O)NCC(c1cccs1)S(=O)(=O)c1ccc(C)cc1 (stereo unspecified),4.1µM*,18,-3%,-6,22%,4%
COc1ccc(CN(Cc2ccc(C(=O)O)cc2)C(=S)Nc2ccc(C)cc2)cc1OC,0%,-9,-21%,9,15%,23%
Cc1ccc(NC(=O)CSc2nnc(-c3ccccc3Br)o2)cc1C,?,-10,-3%,4,.,-22%
CCSc1ccccc1C(=O)NC1CCCCC1,-5%,-1,10%,-2,-27%,2%
COc1ccc(C2CC(=O)Oc3ccc(O)cc32)cc1 (stereo unspecified),.,i,5%[89.2 µM],-2,.,.
O=C(c1ccc(F)cc1Cl)N1CCN(S(=O)(=O)c2cccs2)CC1,-17%,-8,-1%,-2,2%,-15%
CC(C)C(=O)Nc1cc2c3c(c1)CCN3C(=O)CC2,10%,7,-7%,-4,13%,-1%
CC(=O)N(c1nnc(-c2cccc(C)c2)s1)C1CCCC1,8%,.,7%,40*,126%[activator],-4%
CC(C)C(=O)Nc1cccc(NC(=O)c2ccc(Cl)cc2Cl)c1,-1%,14,-14%,2,5%,-21%
CCNc1nc(CN2CCOCC2)nc2sc3c(c12)CCC3,.,-6,-5%,-2,-9%,?
Cc1cc(NC(=O)CN2C(=O)N(C)C3(CCCCC3)C2=O)ccc1Br,-26%,.,.,.,?,?
O=CC1=C(N2CCOCC2)/C(=C\c2ccccc2)CC1,41%,23,-16%,17,22%,-23%
CCCCC(Sc1nc(N)c(NC(=O)c2ccco2)c(=O)[nH]1)C(=O)O (stereo unspecified),-15%,-13,-4%,-2,6%,12%
O=C(Nc1ccc2ccccc2c1)c1ccccc1F,8%,68,-5%,24*,370%[activator],1%
Nc1cc(N)nc(SCc2ccc(Cl)cc2)n1,5%,17,-4%,15,31%[activator],12%
COc1ccc(S(=O)(=O)NCCCn2ccnc2)cc1Cl,19%,1,5%,-1,0%,-23%
O=C(Nc1ccc(S(=O)(=O)Nc2nccs2)cc1)c1ccc(F)cc1,13%,-5,-2%,-7,10%,-15%
OCCN1CCN(c2ncnc3c2sc2nc(N4CCOCC4)c4c(c23)CCC4)CC1,-10%,-17,1%,-4,13µM*,11µM*
CC1(c2ccc(Cl)cc2)NC(=S)N2C1NC(=S)N2c1ccccc1 (stereo unspecified),?,-3,?,2,?,4%
O=C(CN1C(=O)NC2(CCCCC2)C1=O)NCCCSc1ccccc1,?,.,.,.,?,-7%
Cc1ccccc1-c1nnn(CC(=O)Nc2ccc3c(c2)OCCO3)n1,?,141*,1%,58*,21%,-14%
Cc1ccc2c(c1)C1CN(C)CCC1N2C(=O)c1ccccc1NS(=O)(=O)c1ccc(F)cc1C (stereo unspecified),9.3µM*,6,-9%,-4,?,6%
COc1ccccc1N1CCN(CC(=O)N2CCCC2)CC1,?,-1,?,1,19%,22%
COc1ccc(CCNC(=O)c2cc(S(=O)(=O)N(C)C)ccc2N2CCCC2)cc1OC,-29%,-9,.,2,-28%,-13%
O=C1CC2CS(=O)(=O)CC2N1C1CCCCC1 (stereo unspecified),-21%,7,4%,-2,.,3%
CN(CC(=O)Nc1ccccc1Cl)C(=O)COC(=O)C1CCN(c2ccc(C(F)(F)F)cn2)CC1,58%[activator],.,.,.,-6%,8%
Cc1ccc(S(=O)(=O)N2CCCCC2)cc1C(=O)N(C)CC(=O)Nc1cccc(F)c1,-28%,.,.,.,1%,?
CC(C)Oc1ccc(CNC(=O)CCCN2C(=O)C(c3ccccc3)Oc3cccnc32)cc1 (stereo unspecified),-8%,-19,5%,-4,-20%,11%
CCc1ccccc1OCC(=O)N1CCN(c2ncccn2)CC1,?,.,.,.,?,7%
S=C(c1ccccc1)N1CCCC1,?,-8,-8%,-1,6%,7%

# Shown with values under each structure: entries from further up
# Every second line gives: Pf growth 96h	Shiga inhibitor	Giardia FBPA inh	CHX counter	Pf growth 48h	HCV inh
- Cc1ccccc1-c1nnn(CC(=O)Nc2ccc3c(c2)OCCO3)n1
→ ?	141*	1%	58*	21%	-14%
- Cc1ccc2c(c1)C1CN(C)CCC1N2C(=O)c1ccccc1NS(=O)(=O)c1ccc(F)cc1C (stereo unspecified)
→ 9.3µM*	6	-9%	-4	?	6%
- COc1ccccc1N1CCN(CC(=O)N2CCCC2)CC1
→ ?	-1	?	1	19%	22%
- COc1ccc(CCNC(=O)c2cc(S(=O)(=O)N(C)C)ccc2N2CCCC2)cc1OC
→ -29%	-9	.	2	-28%	-13%

# The results go on.
SMILES,Pf growth 96h,Shiga inhibitor,Giardia FBPA inh,CHX counter,Pf growth 48h,HCV inh
Cc1nc2ccccc2n1CC(=O)OCC(=O)Nc1ccc2c(c1)OCCO2,-3%,30,1%,2,4%,10%
O=C(CSc1nnc(CCCN2C(=O)c3cccc4cccc(c34)C2=O)n1-c1ccccc1)NCCCN1CCOCC1,-20%,8,8%,-5,9.3µM*,52%[activator]
Cc1nn2c(=O)cc(CSc3nc4ccccc4[nH]3)nc2s1,-6%,39,9%,22*,.,4%
CN(C)c1oc(-c2ccc(Cl)cc2)nc1S(=O)(=O)c1ccccc1,-5%,4,-5%,-1,-9%,8%
Cc1c(C)c(C)c(CN2CCSCC2)c(C)c1C,10%,-5,4%,-3,10%,10%
COCCSc1nnc(NC(=O)c2ccc([N+](=O)[O-])cc2)s1,?,49,-12%,15,53%[activator],10%
COc1ccc(NC(=O)c2nn(C)c(=O)c3ccccc23)cc1S(=O)(=O)Nc1ccccc1Cl,-15%,-15,11%,1,-10%,13µM*
CC(C)(C)n1cnc2cc(NCc3ccccc3O)ccc21,?,66*,1%,49*,-3%,-11%
COC(=O)c1cc(S(=O)(=O)n2nc(C)cc2C)c(Cl)cc1Cl,-7%,-10,1%,1,14%,19%
CCCCC(=O)N/N=C(/C)C1=C(C)C(C)(C)OC1=O,3%,-6,6%,-2,3%,6%
CCOc1cc(C(=O)Nc2ccc(S(=O)(=O)NC3=NCCCCC3)cc2)cc(OCC)c1OCC,?,-10,0%,-3,?,?
CC1CCC(NC(=O)CN2C(=O)c3cccnc3Oc3ccc(Cl)cc32)CC1 (stereo unspecified),6%,28,.,16*,?,-13%
CSCCC(NC(=O)c1ccco1)C(=O)NCC(c1ccco1)N1CCCCC1 (stereo unspecified),?,.,.,.,-29%,-8%
CN1C(=O)/C(=C/C=C2/CCCN2C)N(C)C1=S,1.5µM*,9,?,16,38%[activator],5%
COc1ccc(S(=O)(=O)NC(CC(=O)NCCc2ccccc2)c2ccco2)cc1 (stereo unspecified),.,-7,1%,-1,-12%,?
O=S(=O)(Nc1cccc(-c2ccc3nncn3n2)c1)c1ccc(Cl)s1,-5%,-3,10%,-1,-9%,-13%
CC(OC(=O)CNC(=O)c1ccc(Br)cc1)C(=O)NC1CCCCC1C (stereo unspecified),-22%,.,.,.,?,0%
O=C(O)c1ccc(N/N=C/c2cc3c(cc2[N+](=O)[O-])OCO3)cc1,74%[activator],42*,4%,17,395%[activator],20%
COc1cc(C2N(c3ccc(Cl)c(Cl)c3)C(=O)C3CCCN32)cc(OC)c1OC (stereo unspecified),51%[activator],-27,0%,-4,-3%,-5%
Cc1ccc(S(=O)(=O)N(C)Cc2nc(-c3ccc(Br)cc3)no2)cc1,-25%,-20,-2%,-5,.,5%
CC(C)c1ccccc1OCC(=O)Nc1ccc2[nH]ncc2c1,?,0,-9%,7,?,22µM*
COc1cc(NC(=O)CCc2nnc3ccc(NCc4ccco4)nn23)cc(OC)c1,-17%,18,.,11,-7%,5%
CS(=O)(=O)c1ccc(Cl)c(S(=O)(=O)NCc2ccccc2)c1,.,1,2%,-4,7%,18%
c1ccc(-n2ncc3c(NC4CCCCCC4)ncnc32)cc1,67%[activator],62*,?,45*,130%[activator],-6%
COCc1cc(C)nc(Nc2ccccc2OC)c1C#N,-18%,-1,-3%,-3,-2%,-25%
CN1C(=O)C(=CN2CCN(C(=O)c3ccco3)CC2)C(=O)N(C)C1=S,3%,-5,3%,1,-6%,5%
CC(NC(=O)Cc1c(F)cccc1Cl)C1CCCO1 (stereo unspecified),25%,-13,2%,-2,.,5%
Cc1sc2nc(SCC(=O)NCCO)n(-c3ccccc3)c(=O)c2c1C,26%,-6,2%,-3,-20%,-7%
Oc1ccccc1-c1nnc2n1CCCCC2,-14%,-11,1%,-3,0%,?
O=c1[nH]c(-c2ccco2)nc2sc3c(c12)CCCC3,357%[activator],91*,1%,51*,321%[activator],-28%
COc1nc(C)c2cc(C)oc2n1,-15%,-5,1%,-4,3%,-5%
CCOC(=O)C1=C(C)NC(C)=C(C(=O)OCC)C1C(=O)OCC(=O)N(C)C1CCS(=O)(=O)C1 (stereo unspecified),1%,-13,0%,2,9%,21%
CCOc1ccc(OCC)c(NS(=O)(=O)c2cn(C)cn2)c1,?,-5,-10%,-7,10%,13%
O=C1N=C(N2CCCCC2)S/C1=C\c1ccc(Cl)cc1,?,.,5%,2,?,-9%
O=C(NCCN1CCOCC1)Nc1ccccc1,.,-1,1%,1,9%,12%
Cc1c(-c2cc(Br)ccc2O)nc2cc3c(cc2c1C)OCO3,?,47*,-8%,38*,.,-13%
Cc1cc(C(=O)NN)c(C)o1,70%[activator],-4,-4%,-5,41%[activator],-7%
O=[N+]([O-])c1ccc2nc(-c3ccccn3)[nH]c2c1,-14%,102*,7.9µM*,51*,-35%,?
CCN=C1SC(C(=O)Nc2cccc(C(=O)O)c2)CC(=O)N1CC (stereo unspecified),13µM*,-7,7%,6,-3%,16%
CCOC(=O)C(/C=N/c1cc(C)nn1-c1ccccc1)=C(\C)O,?,-9,3%,-3,.,1%
CC(=O)c1cc2cc(O)ccc2o1,5%,-6,4%,13,33%[activator],20%
NS(=O)(=O)c1ccc(CCNC(=O)CSc2nnc3ccccn23)cc1,0%,-10,1%,-1,-7%,15%
O=C(/C=C/c1ccc2c(c1)OCO2)c1c(O)n(CCC2=CCCCC2)c(=O)[nH]c1=O,.,1,5%,6,25%,14%
O=C(O)c1ccc2c(c1)N(Cc1ccccc1)C(=O)c1ccccc1S2,13%,13,16%,1,3%,2%
CC1CCN(S(=O)(=O)c2ccc(NC(=O)CN3C(=O)NC(C)(c4ccccc4)C3=O)cc2)CC1 (stereo unspecified),?,.,.,.,-12%,-13%
Cc1cccc(N2CCN(C(=O)C3CC(=O)N(C4CCCC4)C3)CC2)c1C (stereo unspecified),?,25,.,13,38%[activator],?
Cc1cc(NC(=O)CS(=O)(=O)c2cn(Cc3ccccc3Cl)c3ccccc23)no1,0.59µM*,-11,0%,-2,0%,?
O=C(CC(c1ccccc1)c1cc(Cl)ccc1O)NCCN1CCOCC1 (stereo unspecified),?,-1,-2%,-2,48%[activator],2%
Cc1ccccc1Nc1nccc(N(C)C)c1C#N,?,8,0%,-1,23%,17%
Cc1ccc(NC(=O)CN(C)C(=O)COc2ccc(C(=O)c3ccc(F)cc3)cc2)cc1,52%[activator],-9,0%,1,3%,?
COc1cc(NS(=O)(=O)c2ccc(Br)s2)cc(OC)c1,35%[activator],-12,-26%,-1,-9%,5%

# Rows are unselected; about 24% have a hit in one of these screens.
